TcdB GH inh: TcdB glycohydrolase inhibition | 0.24% of 350,000 active | TcdB glycohydrolase enzymatic assay, plate reader | P18177 | inhibition, % at 9.99 µM; in the data active = inhibition above about 10%
* = called active by the depositor.

SMILES	TcdB GH inh
COc1cccc(S(=O)(=O)N(C)C[C@@H]2OCc3ccccc3-c3c(n(C)c4ccccc34)C(=O)N([C@@H](C)CO)C[C@@H]2C)c1	-0.7
COc1ccc(NC(=O)N(C)C[C@H]2Oc3ccc(NC(=O)Nc4ccc(F)cc4)cc3C(=O)N([C@H](C)CO)C[C@H]2C)cc1	0.1
O=C(NCC1CC1)[C@@H]1[C@@H](CO)[C@@H]2Cn3c(ccc(-c4ccccc4)c3=O)[C@H]1N2C(=O)C1CC1	0.3
C[C@H](CO)N1C[C@H](C)[C@H](CN(C)C(=O)Nc2ccc(C(F)(F)F)cc2)Oc2ccc(NC(=O)Cc3cn(C)c4ccccc34)cc2C1=O	0.1
Cc1noc(C)c1NC(=O)N(C)C[C@H]1OCc2ccccc2-c2c(n(C)c3ccccc23)C(=O)N([C@@H](C)CO)C[C@H]1C	-1.3
CCC(=O)N(C)C[C@H]1Oc2cc(C#Cc3ccccn3)ccc2S(=O)(=O)N([C@H](C)CO)C[C@H]1C	-0.1
COc1ccc(S(=O)(=O)N(C)C[C@@H]2Oc3ccc(NC(=O)Nc4c(C)noc4C)cc3C(=O)N([C@@H](C)CO)C[C@@H]2C)cc1	-1.0
CN1CCN(C(=O)C[C@H]2CC[C@H]3[C@H](COc4ccc(NC(=O)C5CCCCC5)cc4C(=O)N3C)O2)CC1	-3.4
Cc1noc(C)c1NC(=O)N(C)C[C@H]1Oc2ccc(NC(=O)Nc3ccccc3)cc2C(=O)N([C@@H](C)CO)C[C@@H]1C	-0.3
CO[C@@H]1CN(C)C(=O)c2cc(NS(=O)(=O)c3ccccc3)ccc2OC[C@@H](C)N(C(=O)NC(C)C)C[C@H]1C	-1.3
C[C@@H]1CN([C@H](C)CO)C(=O)c2cccc(NS(=O)(=O)c3ccccc3)c2O[C@@H]1CN(C)Cc1ccc2c(c1)OCO2	-0.2
CCS(=O)(=O)Nc1ccc2c(c1)C(=O)N(C)[C@@H]1CC[C@@H](CC(=O)N3CCOCC3)O[C@@H]1CO2	-1.2
N#C[C@@H]1[C@H](c2ccccc2-c2ccccc2)[C@H](CO)N1C(=O)Cc1ccncc1	-0.1
CNC[C@@H]1OCCCC[C@@H](C)Oc2ccc(NC(=O)Nc3ccc(F)cc3)cc2C(=O)N([C@H](C)CO)C[C@@H]1C	0.5
O=C(C[C@@H]1CC[C@@H](NC(=O)CC2CC2)[C@@H](CO)O1)NCC(F)(F)F	-1.0

Overlap with the part before: four compounds, then new ones.
SMILES	TcdB GH inh
CCS(=O)(=O)Nc1ccc2c(c1)C(=O)N(C)[C@@H]1CC[C@@H](CC(=O)N3CCOCC3)O[C@@H]1CO2	-1.2
N#C[C@@H]1[C@H](c2ccccc2-c2ccccc2)[C@H](CO)N1C(=O)Cc1ccncc1	-0.1
CNC[C@@H]1OCCCC[C@@H](C)Oc2ccc(NC(=O)Nc3ccc(F)cc3)cc2C(=O)N([C@H](C)CO)C[C@@H]1C	0.5
O=C(C[C@@H]1CC[C@@H](NC(=O)CC2CC2)[C@@H](CO)O1)NCC(F)(F)F	-1.0
O=C(C[C@@H]1C[C@H]2c3cc(NC(=O)NC4CCCC4)ccc3O[C@H]2[C@@H](CO)O1)NCc1ccc(Oc2ccccc2)cc1	0.6
C[C@@H]1CCCCO[C@@H](CN(C)S(=O)(=O)c2ccccc2)[C@@H](C)CN([C@H](C)CO)C(=O)c2cc(NC(=O)Cc3ccccc3)ccc2O1	-0.4
O=C(CN1CCOCC1)N[C@@H]1CC[C@@H](CCNC(=O)Nc2cc(F)ccc2F)O[C@H]1CO	-0.7
C[C@@H]1CN([C@@H](C)CO)S(=O)(=O)c2ccc(C#Cc3ccc(F)cc3)cc2O[C@@H]1CN(C)C(=O)NC1CCCCC1	-0.8
C[C@H](CO)N1C[C@H](C)[C@@H](CN(C)C(=O)C2CCCCC2)OCCCC[C@H](C)Oc2ccc(NC(=O)c3ccncc3)cc2C1=O	-0.3
CO[C@H]1CN(C)C(=O)c2ccc(NC(=O)Nc3cccc(Cl)c3)cc2OC[C@H](C)NC[C@H]1C	0.8
C[C@H](CO)N1C[C@H](C)[C@@H](CN(C)C(=O)Nc2cccc3ccccc23)Oc2c(NC(=O)C3CC3)cccc2C1=O	0.8
CO[C@H]1CN(C)C(=O)c2ccc(NS(=O)(=O)c3cccc(Cl)c3)cc2OC[C@@H](C)NC[C@@H]1C	-1.1
CO[C@H]1CN(C)C(=O)c2cc(NC(C)=O)ccc2OC[C@H](C)N(Cc2ccc(F)cc2)C[C@H]1C	0.0
C[C@@H]1CCCCO[C@H](CN(C)CC2CC2)[C@H](C)CN([C@@H](C)CO)C(=O)c2cc(NC(=O)NC3CCCCC3)ccc2O1	-2.6
Cc1noc(C)c1NC(=O)N(C)C[C@H]1Oc2c(cccc2N(C)C)C(=O)N([C@@H](C)CO)C[C@@H]1C	-0.5
CCC(=O)N1[C@H](CNC(=O)CN(C)C)[C@H](c2ccc(C3=CCCC3)cc2)[C@@H]1CO	-1.0
Cc1ccc(S(=O)(=O)Nc2cccc3c2O[C@@H](CN(C)Cc2ccc(C(=O)O)cc2)[C@@H](C)CN([C@@H](C)CO)C3=O)cc1	0.9
C[C@H](CO)N1C[C@H](C)[C@H](CN(C)S(=O)(=O)c2cn(C)cn2)Oc2ccc(N(C)C)cc2CC1=O	-5.5
C[C@@H]1CN([C@@H](C)CO)S(=O)(=O)c2ccc(C#CC3CC3)cc2O[C@H]1CN(C)S(C)(=O)=O	0.6
CN(C)CCCNC(=O)C[C@H]1CC[C@H]2[C@H](COc3ccc(NS(C)(=O)=O)cc3C(=O)N2C)O1	0.1
CO[C@@H]1CN(C)C(=O)c2cc(NC(=O)Nc3ccccc3F)ccc2OC[C@@H](C)N(Cc2ccccc2C(=O)O)C[C@@H]1C	1.0
COc1ccc(NC(=O)Nc2ccc3c(c2)[C@H]2C[C@@H](CC(=O)NCc4ccccn4)O[C@H](CO)[C@H]2O3)cc1	0.1
O=C(C1CCC1)N1C[C@@H]2[C@H](c3ccccc31)[C@@H](CO)N2C(=O)Nc1cccc(F)c1	2.1
C[C@@H]1CCCCO[C@H](CN(C)C)[C@H](C)CN([C@H](C)CO)C(=O)c2cc(NC(=O)Nc3cccc4ccccc34)ccc2O1	1.4
C[C@H]1CN([C@@H](C)CO)C(=O)c2cc(-c3ccc(C#N)cc3)cnc2O[C@H]1CN(C)Cc1ccncc1	0.4
COc1ccc(CCNC(=O)[C@@H]2c3ccccc3C(=O)N(CC34CC5CC(CC(C5)C3)C4)[C@H]2c2ccc(CO)cc2)cc1	-0.1
C[C@@H]1CN([C@H](C)CO)C(=O)Cc2cc(NC(=O)c3ccncc3)ccc2O[C@@H]1CN(C)Cc1ccc(C(=O)O)cc1	1.0
C[C@H](CO)N1C[C@H](C)[C@@H](CN(C)Cc2ccccc2C(=O)O)Oc2ncc(C3=CCCC3)cc2C1=O	0.3
C[C@H]1CN([C@@H](C)CO)S(=O)(=O)c2ccc(-c3ccc(C(=O)N(C)C)cc3)cc2O[C@H]1CN(C)C	-0.9
CCNC(=O)Nc1ccc2c(c1)C(=O)N(C)[C@@H]1CC[C@H](CC(=O)NCc3ccccc3F)O[C@H]1CO2	2.4
Cc1noc(C)c1NC(=O)N(C)C[C@H]1Oc2ccc(NC(=O)C3CC3)cc2C(=O)N([C@@H](C)CO)C[C@H]1C	1.6
C[C@H](CO)N1C[C@H](C)[C@H](CN(C)Cc2ccc(C(=O)O)cc2)Oc2c(NS(C)(=O)=O)cccc2C1=O	0.0
C[C@H]1CN([C@@H](C)CO)C(=O)c2cccc(NC(=O)C3CCCCC3)c2O[C@H]1CN(C)Cc1ccc(Cl)c(Cl)c1	0.0
CC(C)(C)[C@@H]1C=C(C(=O)N2CCCCCCC2)O[C@H](OCc2ccc(CO)cc2)C1	-0.1

2 of the compounds above, with bars between the fields.
SMILES | TcdB GH inh
C[C@H](CO)N1C[C@H](C)[C@H](CN(C)Cc2ccc(C(=O)O)cc2)Oc2c(NS(C)(=O)=O)cccc2C1=O | 0.0
C[C@H]1CN([C@@H](C)CO)C(=O)c2cccc(NC(=O)C3CCCCC3)c2O[C@H]1CN(C)Cc1ccc(Cl)c(Cl)c1 | 0.0

Among those listed so far, these have a CF3 group:
SMILES	TcdB GH inh
C[C@H](CO)N1C[C@H](C)[C@H](CN(C)C(=O)Nc2ccc(C(F)(F)F)cc2)Oc2ccc(NC(=O)Cc3cn(C)c4ccccc34)cc2C1=O	0.1
O=C(C[C@@H]1CC[C@@H](NC(=O)CC2CC2)[C@@H](CO)O1)NCC(F)(F)F	-1.0

Later entries.
SMILES	TcdB GH inh
OC[C@H]1[C@@H](c2ccc(C3=CCCC3)cc2)[C@@H]2CN(Cc3ccncc3)CCCCN12	-0.3
COCCCNC(=O)[C@]1(Cc2ccccc2N=[N+]=[N-])N=C(c2ccc(OCCCO)cc2)O[C@@H]1c1ccccc1N=[N+]=[N-]	0.7
COCC(=O)Nc1ccc2c(c1)OC[C@@H](C)N(C(C)=O)C[C@@H](C)[C@H](OC)CN(C)C2=O	0.7
C[C@H]1CN([C@@H](C)CO)C(=O)c2cccc(NS(=O)(=O)c3ccccc3)c2O[C@@H]1CN(C)C(=O)Nc1ccc(F)cc1	1.9
OCc1ccc(-c2cc[n+](Cc3cc4c(cc3Br)OCO4)cc2)cc1	-1.9
C[C@@H]1CN([C@@H](C)CO)C(=O)Cc2cc(NC(=O)Nc3ccc4c(c3)OCO4)ccc2O[C@@H]1CN(C)CC1CCCCC1	0.3
O=C(Nc1ccc(Cl)cc1)N[C@H]1CC[C@@H](CCNC(=O)c2cc(Cl)cc(Cl)c2)O[C@@H]1CO	-0.5
C[C@@H]1CN([C@@H](C)CO)C(=O)c2cc(NC(=O)C3CCCCC3)ccc2O[C@@H](C)CCCCO[C@@H]1CN(C)C(=O)NC1CCCCC1	-4.5
CCNC(=O)C[C@@H]1CC[C@@H]2[C@H](COC[C@@H](O)CN2C(=O)Nc2ccc(C(F)(F)F)cc2)O1	1.3
C[C@@H]1CCCCO[C@@H](CN(C)C(=O)C2CCCCC2)[C@@H](C)CN([C@@H](C)CO)C(=O)c2cc(NS(=O)(=O)c3ccccc3)ccc2O1	-0.1
C[C@H]1CCCCO[C@@H](CN(C)C(=O)CCCN(C)C)[C@@H](C)CN([C@@H](C)CO)C(=O)c2cc(NC(=O)Nc3ccc(F)cc3)ccc2O1	-15
COc1cccc(NC(=O)N(C)C[C@@H]2Oc3cc(C#Cc4ccc(F)cc4)ccc3S(=O)(=O)N([C@H](C)CO)C[C@H]2C)c1	1.0
CCCNC(=O)N(C)C[C@@H]1Oc2cc(-c3ccncc3)ccc2S(=O)(=O)N([C@@H](C)CO)C[C@H]1C	-0.2
CO[C@@H]1CN(C)C(=O)c2cc(NC(=O)C3CCOCC3)ccc2OC[C@H](C)N(CC2CC2)C[C@H]1C	-8.9
Cc1noc(C)c1NC(=O)N(C)C[C@H]1Oc2ccc(NC(=O)CCN3CCOCC3)cc2CC(=O)N([C@@H](C)CO)C[C@H]1C	-18
CC(=O)N(C)C[C@H]1Oc2ncc(C#Cc3ccccc3)cc2C(=O)N([C@@H](C)CO)C[C@@H]1C	-0.8
Cc1ccc(S(=O)(=O)Nc2ccc3c(c2)C(=O)N([C@@H](C)CO)C[C@@H](C)[C@@H](CN(C)CC2CCCCC2)OCCCC[C@@H](C)O3)cc1	0.5
CCCN(C)C[C@@H]1OCCCC[C@@H](C)Oc2ccc(NS(=O)(=O)c3cccs3)cc2C(=O)N([C@H](C)CO)C[C@@H]1C	0.1
O=C(Nc1ccccc1F)N1CCCCN2[C@H](CO)[C@H](c3ccc(C#Cc4cccnc4)cc3)[C@H]2C1	1.0
COc1ccc2c3c(n(C)c2c1)[C@@H](CO)N(CC1CC1)CC31CN(S(=O)(=O)c2cccs2)C1	0.4
O=C(C1CCOCC1)N1CC(=O)N2[C@H](CO)[C@@H](c3ccc(C#Cc4cccc(F)c4)cc3)[C@@H]2C1	-0.6
O=C(C[C@@H]1CC[C@@H](NC(=O)c2cccnc2)[C@@H](CO)O1)NCCN1CCCCC1	-1.9
C[C@H](CO)N1C[C@H](C)[C@@H](CN(C)Cc2cccnc2)Oc2cc(C3=CCCCC3)ccc2S1(=O)=O	-1.3
COCC(=O)Nc1ccc2c(c1)OC[C@H](C)N(C(=O)COC)C[C@@H](C)[C@H](OC)CN(C)C2=O	-2.2
O=C(C[C@@H]1CC[C@H](NC(=O)C2CCC2)[C@H](CO)O1)NC1CCCCC1	-0.4
O=C(C[C@@H]1C[C@@H]2c3cc(NC(=O)NC4CCCC4)ccc3O[C@@H]2[C@H](CO)O1)NC1CCCC1	-0.4
C[C@H](CO)N1C[C@H](C)[C@@H](CN(C)Cc2ccccc2)Oc2ccc(NC(=O)Nc3ccc4c(c3)OCO4)cc2C1=O	0.2
C[C@H]1CN([C@@H](C)CO)C(=O)Cc2cc(NS(=O)(=O)c3cn(C)cn3)ccc2O[C@H]1CN(C)Cc1ccc(Cl)c(Cl)c1	1.3
C[C@@H]1CN([C@@H](C)CO)C(=O)c2cc(NS(=O)(=O)c3ccc(Cl)cc3)ccc2O[C@@H](C)CCCCO[C@H]1CN(C)C(=O)Cc1ccccc1	-2.1
COc1ccc(S(=O)(=O)N(C)C[C@H]2Oc3ccc(NC(=O)Cn4cnnn4)cc3C(=O)N([C@@H](C)CO)C[C@@H]2C)cc1	-4.8
CCS(=O)(=O)Nc1ccc2c(c1)C(=O)N(C)[C@H]1CC[C@H](CC(=O)Nc3ccccc3)O[C@H]1CO2	0.4
CC(C)C#Cc1ccc2c(c1)O[C@@H](CN(C)CC1CCOCC1)[C@@H](C)CN([C@H](C)CO)S2(=O)=O	1.1
C[C@H](CO)N1C[C@H](C)[C@H](CN(C)C(=O)Nc2ccccc2)Oc2ccc(N(C)C)cc2C1=O	-9.8
C[C@H]1CN([C@@H](C)CO)C(=O)Cc2cc(NS(=O)(=O)c3ccc(F)cc3)ccc2O[C@@H]1CN(C)C	-0.6
CC(C)NC(=O)N(C)C[C@H]1OCCCC[C@@H](C)Oc2ccc(NS(=O)(=O)c3cn(C)cn3)cc2C(=O)N([C@H](C)CO)C[C@H]1C	-0.6

Compound activity (PubChem BioAssay)

These rows are one share of the data; the hit share may differ from the screen's.
